FadD28 FP inh: inhibitors of Mycobacterium tuberculosis FadD28 bisubstrate binding. AID 588549. FadD28 bisubstrate probe binding, fluorescence polarization. actives 0.22% (n = 360,000). inhibition, % at 12.5 µM; in the data active means inhibition above about 8.5%, passing the limit was not always enough; inconclusive means no clear call, values can overlap the other calls
BoNT F protease: BoNT F light chain protease inhibition; Multiplex microsphere protease cleavage assay, flow cytometry; inhibition, % at 10 µM; actives 0.22% (n = 360,000); AID 588497; in the data active means inhibition above about 35%, passing the limit was not always enough; inconclusive means no clear call, values can overlap the other calls; further: plate controls were buffer without enzyme for full effect and enzyme alone for no effect
BoNT-A LC inh2: BoNT A light chain protease inhibition | multiplex microsphere protease substrate cleavage, flow cytometry | inhibition, % at 10 µM | actives 0.17% (n = 360,000); further: plate controls were buffer without enzyme for full effect and enzyme alone for no effect
Anthrax LF prot: anthrax lethal factor protease inhibition; multiplex microsphere protease cleavage assay, LF; inhibition, % at 10 µM; actives 0.12% (n = 360,000); further: plate controls were buffer without enzyme for full effect and enzyme alone for no effect
Target sequence (P15917 whole entry, looked up): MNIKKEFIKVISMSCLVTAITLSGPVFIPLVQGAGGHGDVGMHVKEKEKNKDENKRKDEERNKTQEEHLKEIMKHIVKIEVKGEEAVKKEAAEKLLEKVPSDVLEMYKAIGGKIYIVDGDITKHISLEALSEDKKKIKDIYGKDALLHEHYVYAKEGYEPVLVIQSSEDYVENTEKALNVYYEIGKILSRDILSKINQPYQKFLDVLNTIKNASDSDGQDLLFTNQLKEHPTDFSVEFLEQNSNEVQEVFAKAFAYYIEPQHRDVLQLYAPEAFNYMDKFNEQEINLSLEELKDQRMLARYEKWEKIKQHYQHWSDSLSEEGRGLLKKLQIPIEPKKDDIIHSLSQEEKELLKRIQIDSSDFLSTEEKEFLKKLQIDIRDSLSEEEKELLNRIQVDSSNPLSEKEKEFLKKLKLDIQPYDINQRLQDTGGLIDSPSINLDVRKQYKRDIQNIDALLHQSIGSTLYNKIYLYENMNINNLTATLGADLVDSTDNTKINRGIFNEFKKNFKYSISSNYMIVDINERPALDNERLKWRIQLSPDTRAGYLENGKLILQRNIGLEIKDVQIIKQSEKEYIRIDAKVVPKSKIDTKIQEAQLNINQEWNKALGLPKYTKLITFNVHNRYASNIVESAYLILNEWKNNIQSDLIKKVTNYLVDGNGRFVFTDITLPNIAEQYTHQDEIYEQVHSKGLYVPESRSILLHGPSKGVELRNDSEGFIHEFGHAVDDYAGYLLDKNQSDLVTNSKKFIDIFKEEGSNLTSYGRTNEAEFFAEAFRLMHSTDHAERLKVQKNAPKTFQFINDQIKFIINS
PrPC surface inh: inhibitors of human cell surface prion protein PrPC | P04156 | TR-FRET read-out | inhibition, % at 13.8 µM | actives 0.43% (n = 370,000); in the data active means inhibition above about 24%; further: 0% = median of the test wells and 100% = reference compound wells
TcdB inh: blocks C. difficile toxin B glycohydrolase activity; P18177; TcdB glycohydrolase enzymatic assay, plate reader; inhibition, % at 9.99 µM; actives 0.24% (n = 350,000); AID 652162; in the data active means inhibition above about 10%
CCHFV vOTU inh: CCHFV vOTU protease inhibition; Pep-AMC fluorescence; AID 651958; inhibition, % at 11.5 µM; actives 0.55% (n = 370,000); in the data active means inhibition above about 30%; further: 0% = vehicle wells with enzyme and 100% = no enzyme wells
PfHsp40 rescue: rescue of PfHsp40-mediated yeast toxicity | S. cerevisiae expressing PfHsp40, growth rescue, ATP luminescence | growth rescue, % at 12.5 µM | actives 0.68% (n = 340,000) | AID 504582; in the data active means growth rescue above about 28%, passing the limit was not always enough; inconclusive means no clear call, values can overlap the other calls;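 further: yeast W303a lacking pdr1 and pdr3 grown in galactose medium; growth measured after three days at 30 °C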
Yp Topo-I inh: blocks Yersinia pestis topoisomerase I activity | activity, % at 10 µM | AID 504884 | Y. pestis Topo-I cleavage product accumulation, plate reader | actives 0.064% (n = 360,000); in the data active means activity above about 50%, passing the limit was not always enough; inconclusive means no clear call, values can overlap the other calls; further: inactives centre near 2
An asterisk follows results filed as active; ? = inconclusive; . = not tested or not shown. Unless noted, no stated cut-off is given here; in the data, active means inhibition above about 30%; inconclusive means no clear call, values can overlap the other calls; inactive means below that.

SMILES	FadD28 FP inh	BoNT F protease	BoNT-A LC inh2	Anthrax LF prot	PrPC surface inh	TcdB inh	CCHFV vOTU inh	PfHsp40 rescue	Yp Topo-I inh
COc1cc(C#Cc2c(C=O)n(C)c3ccccc23)cc(OC)c1	-0.8	11	27	28	3	0.9	2	-1.1	-2
CN(C(=O)c1cccc(NC(=O)Cc2ccc(NC(=O)C3CCN(C(=O)C4CCCC4)CC3)cc2)c1)C1CCCC1	-1.3	0	0.2	1	4	0.8	-3	1.7	21
NNS(=O)(=O)c1ccc(N2CCCC2=O)c([N+](=O)[O-])c1	-1.8	-1	-1.8	-6	-13	-3.4	-4	-0.7	7
O=C(C1CCCN(S(=O)(=O)c2ccccc2)C1)N1CCCCCC1 (configuration not stated)	0.8	-8	-0.2	0	3	.	-2	0.0	2
CC(=O)c1ccc(NC(=O)c2cc3ccccc3o2)cc1	-1.0	-26	5.7	-6	5	-0.1	7	-0.5	4
N#Cc1ccccc1S(=O)(=O)N1CCN(c2cnccn2)CC1	-0.9	-3	-1.0	-4	5	-0.3	-4	.	-4
O=C(NCc1ccc(F)cc1Cl)C1CC(=O)N(C2CCCCCCC2)C1 (configuration not stated)	-4.2	2	0.1	-1	8	0.5	11	1.4	22
CC1(C(=O)NS(=O)(=O)c2ccccc2Cl)CCN1C(=O)COc1ccc(Cl)cc1 (configuration not stated)	-2.2	3	-0.2	-3	4	-1.4	9	.	0
CCCNc1nc2ccccc2n2c(C)nnc12	-14	17	0.7	7	-7	1.4	7	-0.2	7
COc1ccc(-c2csc(Nc3cccnc3)n2)cc1OC	-1.2	4	0.4	-4	-4	.	-1	-1.7	-3
CC(=O)c1ccc(N2CCN(C(=O)C3CCN(S(=O)(=O)c4ccc5c(c4)CC(C)N5C(=O)C4CC4)CC3)CC2)cc1 (configuration not stated)	1.9	-5	-1.3	-4	1	1.3	9	1.8	4
COCCNC(=O)CN(C(=O)CCC(=O)Nc1ccccn1)c1ccc(F)cc1	-4.7	22	0.2	1	4	.	-4	-0.1	-2
O=S(=O)(c1ccc(-c2nnc(SCc3ccccc3)o2)cc1)N1CCCC1	-5.9	3	?	2	0	.	9	0.0	10
CC(Nc1nc(-c2ccc(Cl)cc2)cs1)c1nc2cc(Cl)c(N3CCCCC3)cc2n1CCOCCO (configuration not stated)	-0.9	-2	-0.2	-2	1	0.4	3	4.5	30
O=C(NC(=S)NCC1CCCO1)C(c1ccccc1)c1ccccc1 (configuration not stated)	0.3	-6	-1.2	-3	5	-1.2	3	-1.9	-3
Cn1c(=O)cc(Nc2ccccc2)[nH]c1=O	-2.1	?	4.4	6	-3	0.0	-11	0.4	6
O=C1CC(N2CCN(C/C=C/c3ccccc3)CC2)C(=O)N1CCc1ccccc1 (configuration not stated)	0.1	-12	0.3	3	0	0.3	3	-1.5	21
O=c1oc(-c2cccs2)nc2sc3c(c12)CCCCC3	-2.1	-1	-1.2	-5	-1	.	8	1.6	-4
Cc1cccc2c1N(C(=O)CN1C(=O)c3ccccc3C1=O)C(C)(C)c1ssc(=S)c1-2	-1.9	-5	-0.9	-4	-8	.	-9	0.1	-1
COc1ccc(C2CC(c3ccc(Br)cc3)=NN2C(=O)CSC2=NN3CCCC(=O)N=C3S2)cc1 (configuration not stated)	-0.6	4	1.1	2	.	.	.	-1.2	17
COc1cc(-n2c(=O)c3ccccc3n(CC(=O)c3ccccc3)c2=O)cc(OC)c1OC	0.3	-1	-1.0	-7	-3	0.5	-10	1.1	-1
CCOc1ccc(OCC)c(NC(=O)C2COc3ccccc3O2)c1 (configuration not stated)	1.3	-24	-1.7	-5	8	.	-7	1.6	29
O=C(Nc1ccc(OC(F)(F)F)cc1)c1cnccn1	-1.4	?	-16	-23	-15	0.6	1	2.0	-4
Cc1nnc(NC(=O)c2ccc(S(=O)(=O)N3CCCCC3C)cc2)o1 (configuration not stated)	-3.0	3	0.1	-8	0	1.4	-5	-2.8	1
CCOC(=O)N1CCN(Cc2nc(N)nc(Nc3ccc(C)cc3)n2)CC1	-2.3	1	-0.4	1	-11	.	3	-1.3	-5
CS(=O)(=O)NNC(=O)c1csc(Cc2c(Cl)sc3ccc(Cl)cc23)n1	-2.5	2	0.7	0	-1	1.1	-5	-0.8	25
O=C(Oc1ccc(F)cc1)c1cccnc1	-3.1	?	-0.9	-6	1	0.5	-8	-0.4	1
CCOC(=O)C1CCCN(C(=O)c2ccc(C)c(NC(=O)C3=C(C)OCCS3)c2)C1 (configuration not stated)	-1.8	2	-0.2	3	-9	0.0	19	1.1	-1
Cc1cc2nc3n(c2cc1C)CC1CC(C(=O)NCc2ccccc2)N(C)C31 (configuration not stated)	-3.6	0	0.3	-5	2	0.0	-181	-1.0	7
Cc1ccc(-n2nc(C)c3c(C)c(CCC(=O)NCc4ccco4)c(C)nc32)cc1	-2.3	3	-0.7	-6	-4	-5.1	4	-1.2	3
CN(C)CCN(C(=O)c1ccc2ccccc2c1)c1nc2cc3c(cc2s1)OCO3	0.3	-4	0.3	1	3	2.0	20	.	23
Cc1cccc(C(=O)NNC(=O)c2cccc([N+](=O)[O-])c2)c1	-3.7	-5	-0.6	-6	-23	0.3	-10	0.2	5
Cn1c(=O)c2c(nc(SCC(=O)O)n2Cc2cccc(C(F)(F)F)c2)n(C)c1=O	-3.0	4	-0.3	1	2	.	2	-0.6	-4
C/C(CC(=O)Nc1ccc2c(c1)OCCO2)=N\NC(=O)c1ccc([N+](=O)[O-])cc1Cl	-3.7	18	5.8	3	1	1.5	6	-0.9	-3
CCCSc1cc(NCCOC(=O)CCC)c([N+](=O)[O-])c2nonc12	-0.7	-1	3.0	-1	-9	.	11	5.1	12
COCCN(CC(=O)Nc1cccc(C)c1)S(=O)(=O)c1ccc(S(=O)(=O)N2CCCC2)cc1	-1.1	-10	0.1	6	-2	.	9	-0.9	-9
N#Cc1ccc(C(=O)NCC2CCCCC2)cc1	-3.4	3	0.9	-23	-1	0.9	-1	-2.1	7
O=C(NCCOc1ccccc1)c1ccccc1SCC(=O)N1CCCC1	.	1	1.6	-1	2	0.0	9	2.4	5
CCOC(=O)c1[nH]cnc1C(=O)Nc1ccccc1OC	-5.0	-3	-0.5	1	-4	1.4	20	-0.3	4
Cc1ccc(CN2CCC(N3CCC(C(=O)NCC4CCCO4)CC3)CC2)o1 (configuration not stated)	-1.3	-3	1.3	-8	2	1.1	8	-0.7	6
Cc1c(C(=O)N2CCN(c3ccccn3)CC2)sc2ncnc(N3CCN(c4ccccc4)CC3)c12	-6.1	12	0.2	-1	11	.	-3	3.4	30
CCCn1c(SCC(=O)Nc2cc(C)on2)nc2c1c(=O)n(C)c(=O)n2C	-0.8	3	0.2	-4	-2	.	3	-1.1	3
COC(=O)c1sc(NC(=S)NC(=O)c2ccccc2C)nc1C	-0.1	1	0.4	0	6	1.2	-7	1.9	4
COc1ccc2cc(-c3nc4ccccc4n3C)c(=O)oc2c1	-1.6	-8	-0.4	-2	-16	-0.3	-49	-0.2	11
Clc1ccc(C(Cn2ccnc2)OCc2csc3c(Cl)cccc23)c(Cl)c1 (configuration not stated)	-1.9	-14	-0.9	8	-2	1.9	13	80*	45
O=C(N/N=C/c1cn(-c2ccccc2)nc1-c1cc2ccccc2o1)c1ccccc1Br	-1.6	-19	-1.7	-1	-2	1.8	13	0.3	-3
O=C(COC(=O)/C=C/c1cccs1)NC1CCCCC1	-0.5	-2	-0.6	1	-5	-0.7	-2	0.3	5
CN(C)S(=O)(=O)N1CCC(Oc2cccc(C(=O)NCCCC3CCCC3)c2)CC1	-0.8	-2	0.9	-3	13	0.3	9	8.1	38
CCCCOC(=O)Nc1cc(Cl)ccc1C	-2.6	-4	-0.4	-2	-2	.	4	0.9	1
CC(C)Cc1nnc(NC(=O)CN2C(=O)NC3(CC(C)CC(C)(C)C3)C2=O)s1 (configuration not stated)	-4.8	-2	3.1	-4	1	0.1	12	0.0	21
O=C(c1cc(F)ccc1F)C1CCCN(C(=O)CCN2CCCCO2)C1 (configuration not stated)	-1.7	-9	-2.1	-12	10	1.5	-1	3.0	7
COc1cccc(NC(=O)CN(C)C(=O)c2ccc(N3CCCCC3)c([N+](=O)[O-])c2)c1	.	-6	-0.7	5	-1	1.3	7	0.3	6
Cc1ccc2c(CC(=O)OC(C)C(=O)NCc3ccc4c(c3)OCO4)coc2c1 (configuration not stated)	-0.1	-25	-1.1	-2	3	.	6	5.3	14
CC1CCCC12NC(=O)NC2=O (configuration not stated)	-1.0	3	-0.6	-4	-4	0.7	-4	-0.8	5
Cc1cc(C(=O)Nc2cccnc2Cl)on1	-3.5	-2	-0.1	6	4	.	-5	-1.8	6
O=S(=O)(/N=C(\Sc1ccc(Cl)cc1)c1ccccc1)c1ccccc1	0.5	6	0.8	-4	6	.	-10	1.0	2
COc1cc(C(=O)Nc2ccc3oc(-c4cccnc4)nc3c2)cc(OC)c1OC	-2.3	-4	-0.1	-1	5	0.7	-6	1.5	9
CC1CCN(c2c(NCc3ccc(C(=O)NCc4cccnc4)cc3)c(=O)c2=O)CC1	1.2	5	0.2	9	-4	1.4	3	0.0	9
O=C(COc1cccc(NC(=O)c2ccco2)c1)c1ccccc1	-0.5	0	-0.4	-3	5	.	-4	1.3	0
CCCc1nc2ccccc2c(=O)n1NC(=O)c1c(O)c2ccccc2[nH]c1=O	-2.0	-4	-0.5	0	0	.	-11	0.1	-4
CN1C(=O)C(c2ccccc2)C(=O)N(C)C1=O	0.1	-7	0.1	-1	7	1.0	3	.	-4

A run of entries from further up, as a working copy:
SMILES	FadD28 FP inh	BoNT F protease	BoNT-A LC inh2	Anthrax LF prot	PrPC surface inh	TcdB inh	CCHFV vOTU inh	PfHsp40 rescue	Yp Topo-I inh
CN(C)S(=O)(=O)N1CCC(Oc2cccc(C(=O)NCCCC3CCCC3)c2)CC1	-0.8	-2	0.9	-3	13	0.3	9	8.1	38
CCCCOC(=O)Nc1cc(Cl)ccc1C	-2.6	-4	-0.4	-2	-2	.	4	0.9	1
CC(C)Cc1nnc(NC(=O)CN2C(=O)NC3(CC(C)CC(C)(C)C3)C2=O)s1 (configuration not stated)	-4.8	-2	3.1	-4	1	0.1	12	0.0	21
O=C(c1cc(F)ccc1F)C1CCCN(C(=O)CCN2CCCCO2)C1 (configuration not stated)	-1.7	-9	-2.1	-12	10	1.5	-1	3.0	7
COc1cccc(NC(=O)CN(C)C(=O)c2ccc(N3CCCCC3)c([N+](=O)[O-])c2)c1	.	-6	-0.7	5	-1	1.3	7	0.3	6
Cc1ccc2c(CC(=O)OC(C)C(=O)NCc3ccc4c(c3)OCO4)coc2c1 (configuration not stated)	-0.1	-25	-1.1	-2	3	.	6	5.3	14
CC1CCCC12NC(=O)NC2=O (configuration not stated)	-1.0	3	-0.6	-4	-4	0.7	-4	-0.8	5
Cc1cc(C(=O)Nc2cccnc2Cl)on1	-3.5	-2	-0.1	6	4	.	-5	-1.8	6
O=S(=O)(/N=C(\Sc1ccc(Cl)cc1)c1ccccc1)c1ccccc1	0.5	6	0.8	-4	6	.	-10	1.0	2
COc1cc(C(=O)Nc2ccc3oc(-c4cccnc4)nc3c2)cc(OC)c1OC	-2.3	-4	-0.1	-1	5	0.7	-6	1.5	9
CC1CCN(c2c(NCc3ccc(C(=O)NCc4cccnc4)cc3)c(=O)c2=O)CC1	1.2	5	0.2	9	-4	1.4	3	0.0	9

Assay outcomes (PubChem BioAssay)

Compounds as they come. Share with any hit: about 2.3%.
